# TGFb inhibitor: blocks TGF-b signaling; HepG2 CAGA-GFP TGF-b/SMAD3 reporter, GFP fluorescence, 18 h; TGF-beta stimulated, 500 pg/mL final; Potency, µM (doses to about 46.1 µM), without a hit: at the highest dose activity, negative = inhibition, most hits filed as inhibitors; hit rate 1.2% among 410,000; AID 588855; note: % is set by controls: 0 for no effect and ±100 for the full control effect; nearly all actives have a fitted effect of over 65% in size
#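 HEPG2 CAGA-GFP, 1000 cells/well; 2 h settle, 37 C; cpd via pin tool; TGF-b 500 pg/mL final; 18 h, 37 C; GFP imaging ex488/em500-530; %Activity normalised to -TGF-b and +DMSO controls; CRC fit, curve class.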
# HepG2 viability: HepG2 cytotoxicity, counter-screen for TGF-b inhibitors. hit rate 0.76% among 410,000. HepG2 CAGA-GFP viability, ATP luminescence, 18 h. Potency, µM (titrated, usually from 46.1 µM), for the others: at the highest dose activity change, negative = cytotoxicity, most hits filed as cytotoxic; note: some results filed as inactive show a strong effect at the top dose
#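 CellTiter-Glo luminescence gave cytotoxicity after 18 hours at 37 degrees C. The cells were HepG2 CAGA-GFP in 1% FBS DMEM, stimulated with 500 pg/mL TGF-beta after compound addition. %Activity was normalised to no-cell wells (complete cell-killing) and DMSO (no toxicity), and curves were fitted and classified.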
# EPAC2 antagonist: EPAC2 (human) antagonism; EPAC2 GEF exchange of Rap1B-BODIPY-GDP, fluorescence; Potency, µM (titrated, usually from 114 µM), inactives show at the top dose activity, negative = inhibition, usual class: inhibitors; hit rate 0.18% among 360,000; note: % is set by controls: 0 for no effect and ±100 for the full control effect; nearly all actives have a fitted effect of over 45% in size; many of its hits are not listed in these tables
# Target sequence (Q8WZA2 whole entry, looked up): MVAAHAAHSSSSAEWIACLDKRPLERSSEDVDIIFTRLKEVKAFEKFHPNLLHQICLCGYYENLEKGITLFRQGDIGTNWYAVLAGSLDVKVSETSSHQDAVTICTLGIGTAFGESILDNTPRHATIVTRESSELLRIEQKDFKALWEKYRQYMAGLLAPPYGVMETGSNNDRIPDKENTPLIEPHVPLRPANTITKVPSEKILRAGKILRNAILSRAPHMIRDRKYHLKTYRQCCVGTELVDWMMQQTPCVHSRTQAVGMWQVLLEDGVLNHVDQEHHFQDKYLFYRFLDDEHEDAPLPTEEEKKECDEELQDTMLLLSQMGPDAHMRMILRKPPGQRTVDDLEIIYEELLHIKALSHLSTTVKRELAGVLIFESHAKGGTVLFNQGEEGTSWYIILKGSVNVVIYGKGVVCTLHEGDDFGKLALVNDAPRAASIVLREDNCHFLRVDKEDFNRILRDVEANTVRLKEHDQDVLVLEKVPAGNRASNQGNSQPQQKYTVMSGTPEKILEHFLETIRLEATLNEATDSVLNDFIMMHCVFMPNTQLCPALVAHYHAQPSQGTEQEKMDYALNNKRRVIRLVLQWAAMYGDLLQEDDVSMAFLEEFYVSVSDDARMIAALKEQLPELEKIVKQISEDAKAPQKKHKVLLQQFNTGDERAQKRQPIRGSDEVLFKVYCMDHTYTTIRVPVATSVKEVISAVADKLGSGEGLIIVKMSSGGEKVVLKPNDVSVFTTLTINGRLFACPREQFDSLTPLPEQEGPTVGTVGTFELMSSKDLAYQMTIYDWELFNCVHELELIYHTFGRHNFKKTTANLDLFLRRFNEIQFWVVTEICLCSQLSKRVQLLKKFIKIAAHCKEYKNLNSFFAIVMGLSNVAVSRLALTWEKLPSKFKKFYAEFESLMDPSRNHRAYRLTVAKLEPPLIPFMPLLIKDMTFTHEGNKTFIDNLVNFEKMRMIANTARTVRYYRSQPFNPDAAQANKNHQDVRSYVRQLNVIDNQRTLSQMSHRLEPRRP
# MCF10A rerep: induces DNA re-replication in MCF 10a normal breast cells | MCF 10A DNA re-replication, Hoechst nuclear intensity, 48 h | Potency, µM (highest dose often 46.1 µM), for inactives: at the highest dose activity, positive = re-replication, hits mostly activators | hit rate 2.9% among 350,000; note: % of control where 0% means no effect; nearly all actives have a fitted effect of over 50% in size
# Nrf2 activator: Nrf2 pathway activation; AREc32 ARE-luciferase reporter (MCF7-derived line), luminescence, 24 h; Potency, µM (doses to about 46.1 µM), for inactives: at the highest dose activation, hits mostly activators; hit rate 0.31% among 410,000; note: % of control where 0% means no effect; nearly all actives have a fitted effect of over 65% in size
#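 Luminescent ARE reporter assay in AREc32_Fluc cells: overnight plating at 37 deg C, 24 hr compound incubation, Steady-Glo added, 30 min RT before reading.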
# ATXN2 expr inh: inhibitors of ATXN2 expression | hit rate 0.72% among 360,000 | HEK-293 ATXN2-luciferase reporter, luminescence, 24 h | Potency, µM (doses to about 57 µM), for the others: at the top dose activity change, negative = inhibition, hits mostly inhibitors; note: % is set by controls: 0 for no effect and ±100 for the full control effect; nearly all actives have a fitted effect of over 55% in size
#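 ATXN2-luciferase reporter cells (luciferase flanked by upstream and downstream ATXN2 gene portions) were treated 24 h at 37 °C with compounds at up to 57 uM. SteadyGlo luminescence gave expression; GF-AFC fluorescence gave viability.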
# S2 tox: reduces viability in counter-screen for ATXN expression inhibitors. S2 cells (HEK-293 line with an ATXN2-luciferase reporter) viability, CellTiter-Fluor protease fluorescence, 24 h. hit rate 0.49% among 400,000. Potency, µM (doses to about 56.7 µM), hits mostly cytotoxic; note: nearly all actives have a fitted effect of over 40% in size
# A549 viability: counter-screen for Nrf2 inhibitors: cytotoxicity in A549 cells. Potency, µM (highest dose often 46 µM), for the others: top-dose activity change, negative = cytotoxicity, actives largely listed as inhibitors. AID 504648. hit rate 0.16% among 390,000. A549 ARE-Fluc cells, CellTiter-Fluor viability, 18-24 h; note: % is set by controls: 0 for no effect and ±100 for the full control effect
#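 A549 ARE_Fluc cells in 5% FBS OPTI-MEM were exposed to compounds in concentration-response for 18-24 h at 37 deg C. Viability was read by CellTiter-Fluor fluorescence (Ex 405/Em 525) after 30 min, before the luciferase read.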
# Nrf2 block: Nrf2 pathway inhibition; A549 ARE-Fluc reporter, luciferase luminescence, 18-24 h; Potency, µM (doses to about 46 µM), without a hit: top-dose activity change, negative = inhibition, hits mostly inhibitors; hit rate 2.1% among 360,000; note: % is set by controls: 0 for no effect and ±100 for the full control effect; nearly all actives have a fitted effect of over 60% in size
#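 In this cell-based qHTS, ARE-driven firefly luciferase in A549 cells reports Nrf2 activity; the luminescent signal after BugLite lysis is the measured value, with a prior CellTiter-Fluor read for cell health.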
# Numbers without * were called inactive; i = inactive; ? = inconclusive; · = not tested or not shown; & = joins results of further samples; [ ] = another dose, or the depositor's remark. Calls come from the whole dose curve; as a rule, active = well fitted curve in the direction sought with a large enough effect; inconclusive = small, poorly fitted or top-dose-only effect, or another doubt; inactive = no such curve, though single readings can be large; an effect the other way counts as inactive or inconclusive. Potency is the fitted concentration of half-maximal effect. The list is partial. The share of hits here may be higher or lower than overall.
Structure | Nrf2 block | ATXN2 expr inh | MCF10A rerep | Nrf2 activator | EPAC2 antagonist | S2 tox | HepG2 viability | TGFb inhibitor | A549 viability
CC(C)S(=O)(=O)N1CCCC(C(=O)c2cccc(Cl)c2)C1 (stereo not drawn) | -6% | -26% | 0% | 0.0% | 1% | i | -6% | 0% | 7%
COc1ccc(OC)c(NC(=O)C2CCCC2)c1 | -25% | 2% | 11% | 0.1% | 0% | i | -2% | 0% | -6%
CSc1nc(N(C)C)nc(N2CC(=O)N(CCNS(=O)(=O)c3ccc(C)cc3)C2=N)n1 | -23% | -19% | -7% | 2.5% | -1% | i | 5% | 8% | -6%
O=C(Oc1cccc([N+](=O)[O-])c1)c1cc(-c2ccccc2)nc2ccccc12 | · | 1% | -10% | -0.1% | 0% | i | 1% | ? | 2%
Cc1cc(C)n(CC2CC(=O)N(c3ccc(F)c(Cl)c3)C2=O)n1 (stereo not drawn) | 9% | -3% | 3% | -0.7% | -2% | i | 0% | 32%[activator] | -2%
CNCc1sccc1C | 10% | -2% | -1% | 0.5% | 5% | i | -4% | 11% | -4%
CCOc1ccc2cc(/C=C/C(=O)c3ccco3)c(Cl)nc2c1 | ? | 17% | 5.8µM* | 9.7% | 4% | i | 0% | -5% | 2%
CCOc1ccc(S(=O)(=O)N2CCN(Cc3ccccc3)CC2)c2cccnc12 | ? | -8% | 14% | 2.6% | -6% | i | -13% | -21% | -12%
O=C(COc1ccc2ccccc2c1)NC1CC1 | 19% | 20% | 5% | 0.3% | 12% | i | -2% | 4% | -5%
CCOC(=O)c1c(C)c(-c2ccccc2)n(CC(=O)Nc2ccc(OCC)cc2)c1C | 6% | 6% | · | 0.5% | · | i | 14% | -1% | -11%
O=C(C1=C(O)C(=O)N(CCN2CCOCC2)C1c1cccc(Br)c1)c1cc2ccccc2o1 (stereo not drawn) | -2% | · | 4% | 7.6% | ? | i | -18% | -7% | -4%
Cn1c(CCC(=O)Nc2ccc(N3CCOCC3)cc2)nc(=O)c2ccccc21 | ? | 12% | 3% | 3.3% | -3% | i | 0% | -1% | -9%
O=C(COC(=O)CNC(=O)c1cccs1)Nc1ccccc1C(F)(F)F | -5% | -10% | -5% | -0.9% | -8% | i | 11% | 10% | -6%
C[C@H]1COC(=O)[C@H](Cc2ccc(F)cc2)C/C=C\C[C@@H](CC(=O)NCCO)C(=O)N1 | 8% | 1% | -12% | 0.1% | 4% | i | 8% | 12% | -8%
COc1cc(NC2c3ccccc3C(=O)N2c2ccc(C)cn2)cc(OC)c1OC (stereo not drawn) | ? | 26% | 5% | 0.3% | 10% | i | -8% | -13% | -4%
COc1ccc(CC(=O)Nc2cc(C)on2)cc1 | 4% | 12% | 6% | 0.2% | 4% | i | 2% | -1% | -9%
CCOC(=O)c1[nH]c2ccccc2c1NC(=O)c1ccc(OC)c(OC)c1 | -26%[9.27 µM] | -9% | · | 3.1% | · | i | -33% | -2% | -4%
CCCCCn1c(-c2ccc(OC)c(OC)c2)nc2ccccc21 | 20% | ? | · | 5.4% | · | ? | -38% | ? | 4%
CCCSc1nc(C)cc(C)c1C(N)=O | 4% | 5% | 3% | -0.6% | 2% | i | 16% | -1% | 8%
Cc1cccc(C)c1Nc1nnc(SCC(=O)Nc2ncc(C(F)(F)F)cc2Cl)s1 | 15% | -11% | 2% | 3.0% | -16% | i | -15% | -12% | 11%
CN1CCc2c(sc3nc(NCCO)n(-c4cccc(Cl)c4)c(=O)c23)C1 | 1% | 20% | 15% | 0.1% | 5% | i | 3% | 14% | -1%
COc1ccc(C(=O)N/N=C\c2ccoc2)cc1 | 2% | 34%[activator] | -13% | 0.1% | -4% | i | 0% | -12% | 1%
O=S1(=O)CC(N2CCSCC2)CN1Cc1cn(Cc2cccc(Cl)c2)nn1 (stereo not drawn) | · | 16% | · | -0.9% | 5% | i | · | · | ·
Cc1ccc(NC(=O)CCNS(=O)(=O)c2cccs2)cc1F | ? | 24%&38% | -5% | 0.3%&-0.1% | -3% | i | 6%&4% | 14%&-1% | 2%&0%
C[C@@H]1CN([C@H](C)CO)C(=O)c2cc(NC(=O)C3CCCCC3)ccc2O[C@@H]1CN(C)Cc1ccc(C(F)(F)F)cc1 | ? | ? | 0% | 7.7% | -5% | ? | -20% | ? | -16%

# (further entries)
Structure | Nrf2 block | ATXN2 expr inh | MCF10A rerep | Nrf2 activator | EPAC2 antagonist | S2 tox | HepG2 viability | TGFb inhibitor | A549 viability
CCOC(=O)N1CCN(CC(=O)N2c3ccccc3CCc3ccccc32)CC1 | 3% | · | -1% | 3.6% | -2% | i | 1% | -11% | 1%
COc1ccc(C(=O)CCN2CCCCCC2)cc1 | · | ? | ? | ? | 3% | ? | -111% | ? | 5%
CN(C)S(=O)(=O)c1ccc(NC(=O)CCNC(=O)c2ccco2)cc1 | 11% | -5% | 1% | 0.2% | 4% | i | 2% | 3% | -4%
O=C(N/C(=C/c1cccc(Br)c1)C(=O)N1CCOCC1)c1ccco1 | · | · | · | -0.5% | -1% | · | 2% | -4% | ·
O=c1[nH]cc(Cc2ccccc2)c(=O)[nH]1 | · | · | · | 0.3% | 3% | i | 4% | 6% | ·
Cc1cccc(Cn2nc(C(C)(C)C)cc2C(=O)N2CCOCC2)c1 | -11% | 5% | -4% | -0.3% | 4% | i | -27% | -16% | -3%
CN(C)C(CNC(=O)C1CCN(S(=O)(=O)c2cccc(C(F)(F)F)c2)CC1)c1ccccc1 (stereo not drawn) | 30% | -15% | ? | 0.0% | -1% | i | -6% | -23% | 1%
COc1ccc(C(=O)CSc2nnc3ccccn23)cc1OC | 1% | · | 2% | 3.7% | -2% | i | 7% | 18% | 0%
CC(C)NCC(O)COc1c(F)cc(Br)cc1F (stereo not drawn) | 7% | -8% | 0% | 0.1% | 3% | i | 7% | 11% | 2%
Cc1c(Cl)cccc1NC(=O)CNC(=O)c1ccc2c(c1)OCCO2 | 2% | · | -1% | 3.1% | -9% | i | -10% | -11% | 7%
c1ccc2c(c1)CC1(CCCCC1)n1nnnc1-2 | -13% | -4% | 1% | -0.8% | 10% | i | 8% | 0% | -9%
O=C(NC12CC3CC(CC(C3)C1)C2)C1=COCCO1 | 6% | -3% | -5% | 0.3% | 10% | i | 9% | 29% | 1%
O=C(c1cc(F)c(F)cc1Cl)N1CCN(c2ccc([N+](=O)[O-])c3ncccc23)CC1 | -14% | -6% | 0% | 2.2% | -3% | i | 17% | 0% | 2%
CCOC(=O)c1ccc(NC(=O)CC2C(=O)N(c3ccc(F)cc3)C(=O)N2Cc2cccnc2)cc1 (stereo not drawn) | -13% | · | · | 4.5% | · | · | 3% | 15% | 8%
CCCCOc1ccc(N(CC(=O)NC(C)C)C(=O)CCC(=O)Nc2ccccn2)cc1 | 5% | -9% | -1% | -0.2% | 11% | i | -1% | 1% | 11%
CCc1nnc(NC(=O)CCC(=O)N2CCN(c3ccccn3)CC2)s1 | -4% | 0% | -3% | -0.5% | 0% | i | -7% | 0% | ?
O=C(Cc1ccc(Cl)cc1)NCC(=O)N1CCN(Cc2ccccc2)CC1 | -23% | -32% | 10% | 0.6% | 18% | i | 0% | 0% | 1%
O=C(NN=C1CCCCC1)c1cc(-c2ccccc2)n[nH]1 | 6% | -5% | -5% | -0.3%[9.22 µM] | 1% | i | 14% | 10% | 0%
CCOC(=O)c1c(NS(=O)(=O)c2cccc(OC)c2)sc2c1CCC2 | ? | -9% | ? | -0.5% | -3% | i | -32% | ? | -3%
Cc1ccc(S(=O)(=O)N2CCN(C(=O)CC(C)(C)C)CC2)cc1 | -8% | 9% | 1% | 0.0% | 4% | i | 4% | -1% | 2%
COC(=O)C1=C(c2ccc(OC)cc2)OC(=O)C1(C)C | 1% | 9% | 2% | -0.5% | -28% | i | 1% | -1% | 0%
CCc1nc2ccc(C(=O)Nc3cccc(OCC(=O)N(C)C)c3)cn2c1N(C=O)Cc1ccc(OC)cc1 | · | 6% | · | 1.8% | -14% | i | -4% | 10% | ·
COc1ccccc1-c1c(C(F)(F)F)oc2c(CN(C)C)c(O)ccc2c1=O | 10% | · | -3% | 3.2% | 1% | i | 2% | 0% | 5%
CCN(CC)C(=O)[C@H]1CC(CC(=O)NCCCN(C)C)C(=O)N2CCc3c([nH]c4ccc(OC)cc34)[C@]12C (stereo partly drawn) | 3% | 0% | -13% | 0.3% | 9% | i | -15% | -13% | 5%
CCC1Sc2ccc(S(=O)(=O)N3CCN(c4ccccc4)CC3)cc2NC1=O (stereo not drawn) | -8% | -9% | 21µM* | -0.1% | -4% | i | -16% | -23% | -5%

# More records
Structure | Nrf2 block | ATXN2 expr inh | MCF10A rerep | Nrf2 activator | EPAC2 antagonist | S2 tox | HepG2 viability | TGFb inhibitor | A549 viability
Cc1nc(C)c(C(=O)NCCC(c2ccccc2)c2ccccc2)o1 | 10µM* | -25% | -2% | 0.7% | 3% | i | -27% | -22% | -22%
Cn1cc(S(=O)(=O)Nc2ccc(F)cc2F)c(=O)n(C)c1=O | -2% | 1% | -1% | 0.4% | -10% | i | 53% | 16% | 10%
Cc1cc(Cl)c(S(=O)(=O)Nc2ccc(Cl)cn2)cc1OCC(N)=O | 5% | 1% | -2% | -0.7% | 3% | i | 0% | 1% | -3%
COc1ccc(OCCN2CCN(C(=O)c3ccc(OC)cc3)CC2)cc1 | 10µM* | -25% | 0% | -0.3% | 2% | i | -10% | ? | -13%
Cc1cc(NC(=O)C(C)Sc2nnc(NCc3ccco3)s2)no1 (stereo not drawn) | 4% | 5% | -8% | 6.3% | 1% | i | -3% | ? | 3%
CCOC(=O)N1CCC(NC(=O)c2cc(C)c3c(C)nn(-c4ccccc4)c3n2)CC1 | · | -11% | -2% | 0.0% | -5% | i | -12% | 1% | -1%
Cc1ccc(CSCC(=O)N2CCN(c3cc(Cl)ccc3C)CC2)cc1 | · | · | · | 3.9% | · | · | -44% | ? | 10%
CC(C)c1ccc(NC(=O)c2ccc3oc(=O)c(S(=O)(=O)c4ccc(F)cc4)cc3c2)cc1 | 18% | ? | · | -0.8% | · | ? | -6% | -12% | -6%
CC(C)Cc1nnc(NC(=O)CSc2ccccn2)s1 | -11% | 40%[activator] | 2% | 2.8% | -15% | i | -14% | 6% | -1%
CN(C)S(=O)(=O)c1ccc(NC(=O)C2CC3C=CC2C3)cc1 (stereo not drawn) | 4% | 5% | 12% | -0.5% | 16% | i | 4% | 12% | -1%
